BAZ2B block: BAZ2B (human) inhibition. AID 504333. Q9UIF8. Potency, µM (titrated, usually from 114 µM), for the others: top-dose activity change, negative = inhibition, actives largely listed as inhibitors. 360,000 tested, 4.4% active. AlphaScreen BAZ2B-H3K14Ac peptide displacement; further: potency means the concentration at half of the fitted maximal effect; on the % scale 0 is the no-effect control and ±100 the full control effect; nearly all actives have a fitted effect of over 60% in size
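Protein-peptide AlphaScreen: BAZ2B 50 nM, b-H3K14Ac 50 nM, 1x PBS pH 7.4 + 0.01% Tween-20. Preincubation 30 min RT; cpd 30 min RT (top 110 uM); beads 20 min RT, light-protected.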
PI4K2A inh: inhibitors of human PI4K2A. Q9BTU6. purified PI4K2A, ADP-Glo luminescence, 1 h; active compounds read low. activity change, negative = inhibition, % at 76.9 µM. 420,000 tested, 0.13% active; in the data active means activity change below about -50%; inconclusive means mostly about -30% to -49%;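 further: -100% = wells without enzyme as full effect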
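ADP-Glo luminescence measured ADP generated by PI4K2A enzyme (4 ug/mL before mixing) with 1.2 mM PI substrate (pre-mix) and 300 microM ATP (pre-mix). Tris pH7.5 buffer with MgCl2, Triton X-100; 1 h reaction at ambient temperature.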
RGS4 inhibitor: inhibitors of human regulator of G protein signaling 4. AID 504845. 390,000 tested, 0.039% active. Potency, µM (top dose mostly 114 µM), for inactives: top-dose activity change, negative = inhibition, most hits filed as inhibitors. Transcreener GDP fluorescence polarization, RGS4-accelerated GTP hydrolysis. P49798; further: potency means the concentration at half of the fitted maximal effect; on the % scale 0 is the no-effect control and ±100 the full control effect; nearly all actives have a fitted effect of over 75% in size; some results filed as inactive show a strong effect at the top dose
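MLSMR compounds (23 nl, pin-transferred) preincubated 10 min at room temperature with a 500nM (2x) first reagent, then RGS4 at 900nM (2x) plus Transcreener GDP mix added; fluorescence polarization (620/688 nm) read before and after 90 min at 30 °C.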
GLS inhibitor: glutaminase GLS (human) inhibition. AID 624170. GLS enzymatic activity, qHTS titration. 410,000 tested, 0.21% active. O94925. Potency, µM (doses to about 45.5 µM), for inactives: at the top dose activity change, negative = inhibition, usual class: inhibitors; further: potency means the concentration at half of the fitted maximal effect; on the % scale 0 is the no-effect control and ±100 the full control effect
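Assay buffer: 45 mM KH2PO4 pH 8.2, 0.02% Tween-20. hKGA acts on L-glutamine (1 mM solution added); product glutamate is reported by an oxidase/peroxidase Amplex Red coupling, with fluorescence taken at baseline and 30 min.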
G9a inh: inhibitors of human histone lysine methyltransferase G9a. G9a H3K9 monomethylation, AlphaScreen, 2 h. Q96KQ7. Potency, µM (top dose mostly 102 µM), inactives show at the top dose activity, negative = inhibition, usual class: inhibitors. 350,000 tested, 8.8% active; further: potency means the concentration at half of the fitted maximal effect; on the % scale 0 is the no-effect control and ±100 the full control effect; nearly all actives have a fitted effect of over 75% in size
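Chemiluminescent proximity detection of H3K9 monomethylation, read after 10 min bead incubation in the dark. Reaction: 20 nM G9a, 500 nM biotin-H3K9 peptide, 20 uM SAM cofactor, 2 h, room temperature, following 15 min enzyme-compound preincubation.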
ERG Ets-DNA blk: ERG Ets/DNA interaction inhibition; P11308; fluorescence polarization, His-ERG Ets domain / labelled DNA; Potency, µM (highest dose often 76.9 µM), inactives show at the highest dose FP activity, negative = inhibition, actives largely listed as inhibitors; 370,000 tested, 0.028% active; active means well fitted inhibition curve with a large enough effect in the polarisation, with a control signal flat; inconclusive means small, poorly fitted or top-dose-only effect, or effect the other way, or a change in a side signal; inactive means no such curve, though single readings can be large or run the other way; the % refers to the polarisation;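 further: polarization taken with two DNA probes labelled with fluorescein and Texas red; potency means the concentration at half of the fitted maximal effect; % of control where 0% means no effect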
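His-tagged ERG Ets domain (1 uM in the protein solution; 300mM KCl, 50mM Tris-HCl, 1mM EDTA, 1mM DTT, pH 7.5) received compound, then a probe mix of 5 nM fluorescein-DNA and 100nM Texas-615-DNA. Fluorescence polarization was read for both dyes.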
HP1b binding inh: HP1-beta chromodomain-methylated histone interaction inhibition | AID 540317 | 390,000 tested, 0.56% active | AlphaScreen HP1-beta / biotin-H3K9me3 peptide binding | Potency, µM (top dose mostly 114 µM), for the others: top-dose activity change, negative = inhibition, usual class: inhibitors | P83916; further: potency means the concentration at half of the fitted maximal effect; nearly all actives have a fitted effect of over 70% in size; inactives centre near 23
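Compound inhibition of the preformed complex between 50 nM HP1-beta and 50 nM biotinylated H3K9me3 peptide was read by AlphaScreen. Buffer was PBS pH 7.4 with 0.01% Tween-20. Incubations ran 30 min at room temperature, with 10 ug/mL donor/acceptor beads.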
JMJD2A Tudor inh: blocks the human JMJD2A Tudor domain; O75164; AID 504339; AlphaScreen JMJD2A-Tudor / H3K4me3 peptide binding; Potency, µM (doses to about 114 µM), for inactives: top-dose activity change, negative = inhibition, usual class: inhibitors; 390,000 tested, 4.4% active; further: potency means the concentration at half of the fitted maximal effect; on the % scale 0 is the no-effect control and ±100 the full control effect; nearly all actives have a fitted effect of over 50% in size
Target sequence (O75164 whole entry, looked up, the tested form may be a part): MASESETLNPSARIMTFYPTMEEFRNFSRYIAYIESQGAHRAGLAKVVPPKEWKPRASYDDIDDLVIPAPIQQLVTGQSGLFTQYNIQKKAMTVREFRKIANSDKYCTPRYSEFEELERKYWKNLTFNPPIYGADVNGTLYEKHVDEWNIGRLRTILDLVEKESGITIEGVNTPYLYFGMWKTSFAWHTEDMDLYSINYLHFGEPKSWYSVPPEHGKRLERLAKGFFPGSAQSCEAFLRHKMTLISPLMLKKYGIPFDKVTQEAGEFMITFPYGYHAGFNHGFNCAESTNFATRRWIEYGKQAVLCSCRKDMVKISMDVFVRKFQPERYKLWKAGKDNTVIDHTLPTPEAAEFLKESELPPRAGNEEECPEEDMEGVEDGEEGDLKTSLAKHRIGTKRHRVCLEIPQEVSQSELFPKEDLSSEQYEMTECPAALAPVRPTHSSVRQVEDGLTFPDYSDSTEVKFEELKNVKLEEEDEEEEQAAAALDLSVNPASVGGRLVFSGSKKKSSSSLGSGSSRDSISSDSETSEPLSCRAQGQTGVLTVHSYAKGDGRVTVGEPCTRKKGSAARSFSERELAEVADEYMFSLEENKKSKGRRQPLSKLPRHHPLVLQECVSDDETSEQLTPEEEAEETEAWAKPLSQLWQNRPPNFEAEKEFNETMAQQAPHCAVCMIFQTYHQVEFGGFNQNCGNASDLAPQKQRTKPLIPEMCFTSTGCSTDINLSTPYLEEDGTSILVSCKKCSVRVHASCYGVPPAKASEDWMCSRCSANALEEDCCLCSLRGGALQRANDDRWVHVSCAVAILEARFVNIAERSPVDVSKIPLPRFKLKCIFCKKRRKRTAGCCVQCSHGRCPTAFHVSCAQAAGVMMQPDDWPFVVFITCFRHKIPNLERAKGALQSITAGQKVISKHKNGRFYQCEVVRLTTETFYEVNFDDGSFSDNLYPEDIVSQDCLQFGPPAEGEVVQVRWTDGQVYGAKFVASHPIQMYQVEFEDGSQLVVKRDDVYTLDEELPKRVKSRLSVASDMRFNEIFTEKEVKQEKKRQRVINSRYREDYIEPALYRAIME
12-LOX inh: blocks human arachidonate 12S-lipoxygenase. 580,000 tested, 1.1% active. AID 1671190. Potency, µM (series often up to 108 µM), for inactives: at the highest dose activity change, negative = inhibition, actives largely listed as inhibitors. purified 12hLO, xylenol orange hydroperoxide absorbance; further: potency means the concentration at half of the fitted maximal effect; on the % scale 0 is the no-effect control and ±100 the full control effect
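Hydroperoxide product was detected by ferrous iron/xylenol orange as the 573 to 405 nm absorbance ratio. Arachidonic acid at 40 uM (final) was turned over for 30 min at room temperature by 150 nM human 12hLO, pH 7.0 Hepes buffer, after 15 min compound preincubation.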
The depositor's hits bear a star; i = inactive; u = inconclusive; x = not tested or not shown; & = joins results of further samples; [ ] = remark or other dose. Unless noted, the call rests on the fitted dose curve; in most records, active means well fitted curve in the direction sought with a large enough effect; inconclusive means small, poorly fitted or top-dose-only effect, or another doubt; inactive means no such curve, though single readings can be large; an effect the other way counts as inactive or inconclusive. A portion of the library (hit frequency here may not be typical).

SMILES | BAZ2B block | PI4K2A inh | RGS4 inhibitor | GLS inhibitor | G9a inh | ERG Ets-DNA blk | HP1b binding inh | JMJD2A Tudor inh | 12-LOX inh
CCN(CC(=O)Nc1ccccc1C(F)(F)F)C(=O)c1cc(S(=O)(=O)N(C)C)ccc1N1CCCC1 | 2% | -1 | 10% | 4% | 29% | -8% | 17% | -3% | u
O=C(CN1C(=O)NC2(CCCCC2)C1=O)NCCc1c[nH]c2ccccc12 | -20% | 3 | -8% | -7% | 52% | -16% | 14% | -19% | 1%
O=C(CSc1cn(CC(=O)N2CCCCC2)c2ccccc12)NCc1ccccc1 | -17% | 0 | 13% | -7% | -37%[59 µM] | 0% | 35% | -8% | -11%
O=c1[nH]c(C2CCN(S(=O)(=O)c3ccccc3)CC2)nc2c1nnn2Cc1ccc2c(c1)OCCO2 | -9% | -8 | -10% | 15% | 7% | 10% | 13%[57 µM] | -17% | 10%
CC1(C(=O)c2ccccc2)C2c3c(ccc4ccccc34)OC(=O)C21C(=O)N1CCOCC1 (stereo not drawn) | u | -4 | -27% | -6% | 79µM* | -4% | -11% | -27% | 468%[activator]
CNc1c([N+](=O)[O-])cnn1-c1ccccn1 | -5% | 3 | -24% | 3% | -1%[59 µM] | -9% | 8% | -5%[11.4 µM] | 5%
CCOC(=O)c1c(C)[nH]c(C(C)=NNC(=O)Cn2nc(C)cc2C)c1C | x | 3 | 12% | -1% | x | 3% | 51%[activator] | -12% | 172%[activator]
COc1ccc(Cl)cc1S(=O)(=O)N1CCN(C(=O)c2n[nH]c(=O)c3ccccc23)CC1 | x | -6 | 6% | 0% | x | -9% | -6% | -19% | 11%
Cc1ccc(OCC(=O)N/N=C/c2cn[nH]c2-c2ccc(Cl)c(Cl)c2)cc1 | 4% | -10 | -32% | -7% | 17%[59 µM] | 6% | 36% | -3% | 20%
CN(C)S(=O)(=O)c1ccc(-c2csc(-c3cccnc3)n2)cc1 | 5% | 0 | -17% | 11% | x | -1% | 15% | -15% | 15%
CCCC/C(O)=C1\C(=O)CC(C)(C)CC1=Nc1ccc(N)cc1 | u | 8 | -12% | -2% | -2% | -5% | 37% | 2% | 15%
O=C(O)c1cccc(N/N=C/c2sc(N3CCOCC3)nc2-c2ccccc2)c1 | u | -7 | -12% | 14% | u | x | 26% | -25% | 16%
Cc1c(OCC(=O)N2CCC(C(N)=O)CC2)ccc2c3c(c(=O)oc12)CCC3 | -28% | 1 | 1% | -1% | 33%[activator] | -2% | 19% | -27% | 0%
Oc1ccccc1/C=N/n1cnnc1 | 9% | -3 | 17% | 17% | 50µM* | -8% | 12% | 79µM* | u
COc1ccc(CNC(=O)CSc2nnc(C)n2-c2ccc(F)cc2)cc1 | -18% | 3 | -7% | -8% | -10% | 1% | 30% | 6% | -3%
COc1ccc(CNS(=O)(=O)c2ccc(Br)s2)cc1 | 14% | 1 | -11% | -14% | 9% | -7% | -4% | -5% | -27%
COc1ccc(-c2cccc(NC(=O)c3ccc4c(c3)OCO4)c2)nn1 | 9% | 1 | -7% | 1% | -1% | 1% | 22% | -7% | -13%
CC(=O)Cc1nsc(NC(=O)c2ccccc2Cl)n1 | 1% | -10 | 6% | 3% | -1% | -5% | 20% | -13% | -2%
Cc1c(/C(O)=C2\C(=O)C(=O)N(CCCN(C)C)C2c2ccccc2)cnn1-c1ccccc1 (stereo not drawn) | -21% | 4 | 25% | 0% | -4%[59 µM] | 3% | 33% | -22% | 0%
O=c1oc2ccccc2c(Nc2ccc3ccccc3c2)c1[N+](=O)[O-] | u | -1 | u | 0% | x | -3% | 24% | -14% | x
O=C(COCC(=O)NCc1ccccc1)NCc1ccccc1 | 2% | 4 | -19% | -1% | 1% | -1% | 25% | -10% | u
CCOC(=O)C1=NOC(CN(c2ccccc2)S(=O)(=O)c2ccc(Cl)cc2)C1 (stereo not drawn) | -3% | -2 | 4% | 3% | -1% | -9% | 40%[activator] | 10% | -1%
COC(=O)/C(=N\OCc1ccc(C#N)cc1)c1c(C)nn(C)c1C | -5% | -4 | -7% | 1% | 0% | 6% | 32% | -6% | -7%
CCCCCOC(=O)C1=C(C)NC(=O)NC1c1ccc2c(c1)OCO2 (stereo not drawn) | -1% | 0 | -4% | 3% | 10% | -2% | 1% | -29% | 14%
COc1ccc([C@H]2/C=C\CN(C(=O)[C@H](Cc3ccccc3)NC(=O)OCC3c4ccccc4-c4ccccc43)CC(=O)N2Cc2ccc(F)cc2)cc1 | x | 4 | 5% | 5% | x | -5% | 39%[activator] | -8% | 7%

Given as tab-separated lines: part of the list above.
SMILES	BAZ2B block	PI4K2A inh	RGS4 inhibitor	GLS inhibitor	G9a inh	ERG Ets-DNA blk	HP1b binding inh	JMJD2A Tudor inh	12-LOX inh
CCN(CC(=O)Nc1ccccc1C(F)(F)F)C(=O)c1cc(S(=O)(=O)N(C)C)ccc1N1CCCC1	2%	-1	10%	4%	29%	-8%	17%	-3%	u
O=C(CN1C(=O)NC2(CCCCC2)C1=O)NCCc1c[nH]c2ccccc12	-20%	3	-8%	-7%	52%	-16%	14%	-19%	1%
O=C(CSc1cn(CC(=O)N2CCCCC2)c2ccccc12)NCc1ccccc1	-17%	0	13%	-7%	-37%[59 µM]	0%	35%	-8%	-11%
O=c1[nH]c(C2CCN(S(=O)(=O)c3ccccc3)CC2)nc2c1nnn2Cc1ccc2c(c1)OCCO2	-9%	-8	-10%	15%	7%	10%	13%[57 µM]	-17%	10%
CC1(C(=O)c2ccccc2)C2c3c(ccc4ccccc34)OC(=O)C21C(=O)N1CCOCC1 (stereo not drawn)	u	-4	-27%	-6%	79µM*	-4%	-11%	-27%	468%[activator]
CNc1c([N+](=O)[O-])cnn1-c1ccccn1	-5%	3	-24%	3%	-1%[59 µM]	-9%	8%	-5%[11.4 µM]	5%
CCOC(=O)c1c(C)[nH]c(C(C)=NNC(=O)Cn2nc(C)cc2C)c1C	x	3	12%	-1%	x	3%	51%[activator]	-12%	172%[activator]

Other structures:
SMILES | BAZ2B block | PI4K2A inh | RGS4 inhibitor | GLS inhibitor | G9a inh | ERG Ets-DNA blk | HP1b binding inh | JMJD2A Tudor inh | 12-LOX inh
O=C(Nc1ccccc1C(=O)O)c1ccc(NC(=O)C2CC2)cc1 | -7% | -7 | -43% | 13% | x | 11% | 3% | -12% | 34%[activator]
CCN1C(=O)/C(=C/c2cccs2)SC1=Nc1ccc(OC)cc1 | -1% | 0 | -7% | -1% | x | 1% | -14% | u | 2%
O=C(CSc1ncnc2sc3c(c12)CCC3)NCC1CCCO1 (stereo not drawn) | -13% | -1 | -5% | 2% | 15% | 6% | 30% | -8% | u
Nc1nc(-c2sc3nc4c(cc3c2N)CCCC4)nc(N2CCOCC2)n1 | -1% | 0 | -2% | 2% | -2% | 1% | 13% | -7% | x
COc1cc2nc(Nc3cccc(F)c3)nc(N)c2cc1OC | u | 0&1 | 27%&3% | 7%&1% | -17% | 1%&4% | -8%&6% | -28%&-33% | u
Cc1ccc(O)c(N=Cc2cc(Cc3ccccc3)cc([N+](=O)[O-])c2O)c1 | 10µM* | u | u | 11µM* | u | 0% | u | 40µM* | u
CCN1C(=O)[C@H]2[C@@H](c3ccc(-c4ccc(Cl)c(Cl)c4)cc3)N3CCCC[C@@]3(C(=O)OC)[C@H]2C1=O | -22% | 2 | -8% | -9% | 2%[2.33 µM] | 13% | 31% | -20% | 14%
Cc1cccc(C)c1Nc1nnc(SCC(=O)NCc2cccs2)s1 | 3% | -4 | 12% | 3% | 3%[59 µM] | 0% | 34% | -11% | 4%
Cc1cc(C(=O)CSc2nc3ccccc3n2C)c(C)n1C | u | 2 | 5% | 11% | u | -2% | -24% | u | 3%
NC(=O)C[n+]1cccc(C(=O)Nc2ccccc2)c1 | -30% | -1 | -3% | 5% | 50µM* | 8% | -5% | -8% | u
Cc1cccc(C(=O)N2CCN=C2SCc2ccc([N+](=O)[O-])cc2)c1 | -39% | -22 | -36% | -10% | u | 8% | -6% | -12% | i
O=P(OC1CCS(=O)(=O)C1)(c1ccccc1)c1ccccc1 (stereo not drawn) | 5% | 4 | 25% | 16% | 1% | 10% | 48%[activator] | -2% | 45%[activator]
Cc1cc(C)n(-c2nncn2NC(=O)c2ccc(Cl)cc2O)n1 | -4% | -2 | -6% | 10% | u | -2% | 23% | -30% | 0%
CC(C)C(=O)N1CCN(c2nc3ccc(Cl)cc3s2)CC1 | -8% | -1 | 14% | -1% | -2%[0.501 µM] | 3% | 30% | -16% | 6%
CC(=O)N[C@H]1[C@H](Oc2ccc3c(c2)CCC2C3CC[C@]3(C)C(=O)CCC23)O[C@H](CO)[C@@H](O)[C@@H]1O (stereo partly drawn) | 4% | -4 | -2% | -2% | 20% | 4% | 28% | -10% | 0%
Cc1nc(NC(=O)c2ccccc2)sc1C1(C)CC(c2ccccc2F)=NO1 (stereo not drawn) | 0% | 2 | 1% | 16% | u | -6% | 19% | -33% | -13%

Source: PubChem BioAssay
